TbPYK inhibitor = blocks Trypanosoma brucei pyruvate kinase | TbPYK enzyme, Kinase-Glo Plus ATP luminescence, 45 min | Potency, µM (series often up to 76.8 µM), without a hit: top-dose activity, negative = inhibition, most hits filed as inhibitors | actives 0.12% (n = 410,000) | Q57TT1; active = well fitted inhibition curve with a large enough effect; inconclusive = small, poorly fitted or top-dose-only effect; note: nearly all actives have a fitted effect of over 50% in size
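TbPYK + substrate in 50 mM TEA pH 7.2, 100 mM KCl, 10 mM MgCl2, 0.05% BSA, 0.01% Tween-20; cpd pinned; ADP 130 uM final; 45 min RT; Kinase-Glo Plus 10 min; luminescence endpoint.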
The depositor's hits bear a star; [ ] = dose if it differs, or a comment. % is set by controls: 0 for no effect and ±100 for the full control effect; potency is the fitted concentration of half-maximal effect.

Screening CN(C)S(=O)(=O)N(CC(=O)NCCSCc1ccccc1Cl)c1ccccc1 returned TbPYK inhibitor -1.3%.
COc1ccc(C)cc1S(=O)(=O)Nc1cccc(-c2ccc(N3CCC(C)CC3)nn2)c1 was read as TbPYK inhibitor 0.5%.
Cc1cc2c(=O)[nH]c(N)nc2[nH]1 was read as TbPYK inhibitor 0.1%.
For O=C(Nc1nnc([C@H]2C[C@H](O)[C@@H](CO)O2)s1)Nc1ccc(F)cc1F the results were TbPYK inhibitor -0.3%.
For CCCN(C(=O)Cn1ncc2c([nH]c3ccccc32)c1=O)c1ccc(F)cc1 the results were TbPYK inhibitor -3.6%.
Screening CCOC(=O)c1ccc(NC(=O)/C(C#N)=C/c2ccc(OC)cc2)cc1 returned TbPYK inhibitor 7.0%.
CCN1C(C(=O)c2ccccc2)=C(OC(=O)c2ccc(Cl)cc2)c2ccccc2S1(=O)=O was read as TbPYK inhibitor -5.3%.
For CC(=O)N1C[C@H]2CON(C)[C@H]2C[C@H]1c1cccc(-c2ccc(C#N)cc2)c1 the results were TbPYK inhibitor 0.2%.
CC1(C)CC2(C)OC2C2(C1)N=NC(=Nc1ccccc1)O2 (stereo unspecified) was read as TbPYK inhibitor -4.8%.
`CCNC(=O)C1(C)CCCN(C(=O)CCc2cccs2)C1` (stereo unspecified) gave TbPYK inhibitor 4.1%.
For CCOC(=O)c1c(C)[nH]c(C)c1S(=O)(=O)N(C)CC(=O)Nc1ccc(C)cc1Br the results were TbPYK inhibitor -0.3%.
`COc1ccc(C(=O)NCC(c2ccc(N(C)C)cc2)N2CCc3ccccc32)c(OC)c1` (stereo unspecified) gave TbPYK inhibitor -1.0%.

Not a retest: 2 of the compounds above.
COc1ccc(C)cc1S(=O)(=O)Nc1cccc(-c2ccc(N3CCC(C)CC3)nn2)c1 was read as TbPYK inhibitor 0.5%.
Cc1cc2c(=O)[nH]c(N)nc2[nH]1 was read as TbPYK inhibitor 0.1%.

(further entries)
CCSc1ncc(Cl)c(C(=O)N(Cc2ccc(N(C)C)cc2)Cc2ccco2)n1 was read as TbPYK inhibitor -2.8%.
Screening CC(C)(C)OC(=O)N1CCC(c2c(C(=O)N3CCN(C(=O)c4ccco4)CC3)cnn2-c2ccccc2)CC1 returned TbPYK inhibitor -4.4%[15.4 µM].
Screening COc1ccc(CCNc2ncnc3c2cnn3-c2cc(Cl)ccc2C)cc1 returned TbPYK inhibitor 6.4%.
`CCCC12CN3CC(CCC)(CN(C1)C3c1ccccc1)C2=O` (stereo unspecified) gave TbPYK inhibitor 6.9%.
Screening CCc1ccc(NC(=O)c2ccc(F)c(S(=O)(=O)N(C)C3CCCCC3)c2)cc1 returned TbPYK inhibitor 2.4%.
CCOc1ccccc1NC(=O)c1sc2nc(C)cc(C)c2c1N was read as TbPYK inhibitor 1.4%.
COc1ccc(CN(Cc2ccco2)C(=O)COc2ccccc2OC)cc1 was read as TbPYK inhibitor 7.1%.
`CCOc1ccc(C(=O)Nc2ccc(Cl)c(-c3nc4cc(C)cc(C)c4o3)c2)cc1` gave TbPYK inhibitor 1.1%.
Cc1nn(CC(=O)Nc2ccc(C(C)C)cc2)c(=O)c2c(C)n(-c3ccc(Cl)cc3)nc12 was read as TbPYK inhibitor -6.2%.
`CCC(C(=O)N1CCN(c2cccc(C)c2C)CC1)n1nc(C)c2sc3ccccc3c2c1=O` (stereo unspecified) gave TbPYK inhibitor -1.7%.
`CCOc1ccc(Cn2nnc(C(=O)Nc3cccc(SC)c3)c2N)cc1` gave TbPYK inhibitor -5.4%.
OC(c1ccccc1)(c1nc(-c2ccccc2)cs1)C(F)(F)F (stereo unspecified) was read as TbPYK inhibitor -2.0%.
For Cc1cc(C)cc(N2CCn3c2nc2c3c(=O)n(Cc3ccc(Cl)cc3)c(=O)n2C)c1 the results were TbPYK inhibitor 3.6%.
Screening Cc1ccc(C#N)c(=O)n1CC(=O)Nc1ccccc1C(F)(F)F returned TbPYK inhibitor 4.9%.
`Cc1ccc(S(=O)(=O)N2Cc3cc(N4CCOCC4)ccc3-n3nncc3C2)cc1` gave TbPYK inhibitor 2.2%.
CCOC(=O)c1ccccc1NC(=O)CCc1nc(-c2ccc(C)cc2)no1 was read as TbPYK inhibitor -2.7%.
CN1CCN(C(=O)c2cc3c(c(-c4cccc(-c5cccnc5)c4)n2)[C@@H](CCO)N(C(=O)CC2CC2)C3)CC1 was read as TbPYK inhibitor -3.3%.
For Cn1cc(S(=O)(=O)N2CCc3ccccc32)cc1C(=O)Nc1ccc(C(F)(F)F)cc1 the results were TbPYK inhibitor 0.2%.
For CC(=O)N1c2c(cc(Br)cc2S(=O)(=O)Nc2ccccc2C)CC1C (stereo unspecified) the results were TbPYK inhibitor -0.2%.
For O=C(Cn1c(=O)n(-c2cccc(Cl)c2)c(=O)c2sc3ccccc3c21)N1CCCC1 the results were TbPYK inhibitor 7.1%.
Screening O=c1c(-c2ccc(F)c(F)c2)nc2cncnc2n1Cc1ccccc1Cl returned TbPYK inhibitor -5.5%.
Screening COc1ccc(CNC(=O)C2CCN(C(=O)c3ccc(-n4ccc5ccccc54)s3)CC2)cc1 returned TbPYK inhibitor -0.5%.
Screening NC(=O)COc1ccc(S(=O)(=O)N2CCCC2)cc1 returned TbPYK inhibitor -2.3%.
Cc1ccc(NC(=O)CSc2[nH]c(=O)ncc2C)cc1 was read as TbPYK inhibitor -7.1%[15.4 µM].
Screening COc1ccc(NC(=O)NCc2cccn2Cc2ccc(F)cc2)cc1OC returned TbPYK inhibitor -4.1%.
Cn1c(=O)c2c(-c3cccc(Br)c3)n(C(C)(C)CO)cc2n(C)c1=O was read as TbPYK inhibitor 1.2%.
Screening Cc1ccc(C)c(S(=O)(=O)NCCc2csc(-c3ccc(Cl)cc3)n2)c1 returned TbPYK inhibitor -0.4%.
For Cc1cccc(NC(=O)CN(C)S(=O)(=O)c2ccc3c(c2)c(=O)n(C)c(=O)n3C)c1C the results were TbPYK inhibitor 3.8%.
For Cc1ccccc1S(=O)(=O)N(C)C[C@@H]1OCc2cnnn2CCCC(=O)N([C@@H](C)CO)C[C@@H]1C the results were TbPYK inhibitor -2.0%.
`CCOC1=C2CN(S(=O)(=O)c3ccc(C)cc3)[C@H](c3ccccc3)C[C@@H]2N(S(=O)(=O)c2ccc(C)cc2)[C@H](c2cccs2)C1` gave TbPYK inhibitor 1.8%.
`Cc1nc2ccccn2c(=O)c1NC(=O)c1cccc(F)c1` gave TbPYK inhibitor 4.0%.
`Cc1cccc(Cn2c(=O)n(-c3cc(C)cc(C)c3)c(=O)c3oc4ccccc4c32)c1` gave TbPYK inhibitor -2.1%.
Screening CCCCNc1ccc(-c2nc(-c3ccco3)no2)cc1[N+](=O)[O-] returned TbPYK inhibitor 2.0%.
Screening CCOc1ccc(S(=O)(=O)n2nc(C)c(S(=O)(=O)N3CCCCC3)c2C)cc1 returned TbPYK inhibitor -7.1%.
Cc1ccccc1-n1c(=O)c2c3c(sc2n2cnnc12)CCCC3 was read as TbPYK inhibitor -1.3%.
CC1CCN(S(=O)(=O)c2ccc3c(c2)N(CC(=O)NC(C)c2ccccc2)C(=O)CO3)CC1 (stereo unspecified) was read as TbPYK inhibitor 5.2%.

Quoted at random: five records from the list.
CC1CCN(S(=O)(=O)c2ccc3c(c2)N(CC(=O)NC(C)c2ccccc2)C(=O)CO3)CC1 (stereo unspecified) was read as TbPYK inhibitor 5.2%.
`Cc1nc2ccccn2c(=O)c1NC(=O)c1cccc(F)c1` gave TbPYK inhibitor 4.0%.
`Cc1cccc(Cn2c(=O)n(-c3cc(C)cc(C)c3)c(=O)c3oc4ccccc4c32)c1` gave TbPYK inhibitor -2.1%.
Screening COc1ccc(NC(=O)NCc2cccn2Cc2ccc(F)cc2)cc1OC returned TbPYK inhibitor -4.1%.
Cn1c(=O)c2c(-c3cccc(Br)c3)n(C(C)(C)CO)cc2n(C)c1=O was read as TbPYK inhibitor 1.2%.

Following part:
CC1(C(=O)NCc2cccc(C(F)(F)F)c2)CCN1Cc1cc2ccccc2o1 (stereo unspecified) was read as TbPYK inhibitor 0.3%.
`COc1ccc2cc(-c3nc(Cl)c4c5c(sc4n3)CC(C)CC5)c(=O)oc2c1` (stereo unspecified) gave TbPYK inhibitor 3.0%.
For CCOC1=C2[C@@H](CN(S(=O)(=O)c3ccc(C)cc3)[C@H]2c2ccccc2Cl)[C@H]2C(=O)N(Cc3ccccc3)C(=O)[C@H]2C1 the results were TbPYK inhibitor 3.0%.
Screening COc1cccc(C2=C(C(C)=O)Sc3nncn3N2C(C)=O)c1 returned TbPYK inhibitor 0.4%.
Screening CCc1ccccc1NC(=O)C(CCSC)NS(=O)(=O)c1ccc2c(c1)oc(=O)n2C (stereo unspecified) returned TbPYK inhibitor 4.5%.
For Cc1cc(C)c(S(=O)(=O)NCc2ccc3c(c2)CCN3C(=O)c2ccccc2)c(C)c1 the results were TbPYK inhibitor 0.4%.
For COc1ccc(/C=C2/SC(=S)N(CCC(=O)Nc3cccnc3)C2=O)cc1OC the results were TbPYK inhibitor -11.7%.
`CN(C)c1ccc(CNC(=O)c2ccc(NC(=O)c3nsc4ccccc34)cc2)cc1` gave TbPYK inhibitor -1.6%.
S=C1SCN(Cc2ccccc2)CN1Cc1ccco1 was read as TbPYK inhibitor inconclusive.
Screening CCNc1ncc2nc(-c3ccc(OC)cc3)c(=O)n(-c3ccc(OC)cc3)c2n1 returned TbPYK inhibitor 0.3%.
`O=C(Cn1nc(Cc2cccnc2)c2ccccc2c1=O)Nc1cccc(C(F)(F)F)c1` gave TbPYK inhibitor -4.4%.
`Cc1cccc(C)c1NC(=O)c1ccc2sc([C@H]3C[C@H](O)[C@@H](CO)O3)nc2c1` gave TbPYK inhibitor 4.2%.
Screening CCOC(=O)c1ccc(N2C(=O)c3[nH]nc(-c4ccc(OC)cc4)c3C2c2cccc(O)c2)cc1 (stereo unspecified) returned TbPYK inhibitor -10.5%.
For CCn1ccc2c(OCC(=O)Nc3ccc(C(C)=O)cc3)cccc2c1=O the results were TbPYK inhibitor -2.4%.
For CCNc1ccc(S(=O)(=O)N2CCOCC2)cc1NCC(=O)Nc1cccc(Br)c1 the results were TbPYK inhibitor -3.6%.
Screening C=Cc1ccc(Cn2c(C(=O)O)c(CNCc3cc(Br)ccc3OC)c3ccc(C)cc32)cc1 returned TbPYK inhibitor 3.1%.
O=C(C1CCN(S(=O)(=O)c2cccc3nonc23)CC1)N1CCN(c2ccc(F)cc2)CC1 was read as TbPYK inhibitor 2.1%.
Screening CCn1cc(C(=O)NCCC(C)C)c(=O)c2cc(S(=O)(=O)N(C)C3CCCCC3)ccc21 returned TbPYK inhibitor 0.9%.
CCOC1=C2[C@@H](CN(S(=O)(=O)c3ccc(C)cc3)[C@H]2c2ccccc2Cl)[C@H]2C(=O)NC(=O)[C@H]2C1 was read as TbPYK inhibitor -5.8%.
For Cc1ccc(Cn2c(CN3CCC(C(=O)NCc4cccnc4)CC3)cc3ccccc32)cc1 the results were TbPYK inhibitor -3.7%.
O=C(Nc1cccc(Cl)c1Cl)c1ccc2c(c1)N(Cc1cccc(Cl)c1)C(=O)c1ccccc1S2(=O)=O was read as TbPYK inhibitor -0.1%.
`COc1ccccc1NC(=O)c1sc2nc3c(cc2c1N)CN(Cc1ccccc1)CC3` gave TbPYK inhibitor -7.5%.
`Cc1c(C(=O)NCc2ccc(C#N)cc2)sc(=O)n1Cc1ccc(C(=O)N(C)C)cc1` gave TbPYK inhibitor -7.2%.
COC(=O)CCNC(=O)N1CCN(c2nnc(C)c3c(C)n(-c4ccc(Cl)cc4)nc23)CC1 was read as TbPYK inhibitor -0.3%.
C[C@@H]1CN([C@@H](C)CO)C(=O)CCCn2nncc2CO[C@H]1CN(C)S(=O)(=O)c1ccccc1 was read as TbPYK inhibitor -1.2%.
For O=C(NCCC1=CCCCC1)C1CCN(C(=O)N2CCOc3ccc(Cl)cc32)CC1 the results were TbPYK inhibitor -8.3%.
Screening COCCNc1ncnc2c1ncn2[C@H]1CN(Cc2ccc(-c3ccccc3)cc2)C[C@@H](CO)O1 returned TbPYK inhibitor 5.3%.
O=c1c2sc3ccccc3c2n(Cc2ccccc2F)c(=O)n1CCc1ccccc1 was read as TbPYK inhibitor -6.7%.
For CCNC(=O)C1(C)CCN(C(=O)c2ccc3snnc3c2)C1 (stereo unspecified) the results were TbPYK inhibitor -5.8%.
`COC(=O)[C@]12CCCCC=C1N(Cc1ccco1)C(=O)[C@H](CC(=O)NCc1cccc(C(F)(F)F)c1)C2` gave TbPYK inhibitor -1.9%.
For CCCOc1ccc(C(=O)Nc2ccc3oc(-c4ccc(N(C)C)cc4)nc3c2)cc1 the results were TbPYK inhibitor 4.0%.
`O=C(CN1C(=O)COc2ccc(S(=O)(=O)N3CCOCC3)cc21)N1CCN(c2ccc(F)cc2)CC1` gave TbPYK inhibitor 4.4%.
Screening O=C(NCCCc1nc2ccccc2n1Cc1ccccc1Cl)C1CCCCC1 returned TbPYK inhibitor 0.8%.
CN(C1CCCCC1)S(=O)(=O)c1ccc2c(c1)c(=O)c(C(=O)NCc1ccccc1Cl)cn2C was read as TbPYK inhibitor -12.8%.
Screening CCOC(=O)c1ccccc1NC(=O)CSc1nc(=O)[nH]c2c1CCCC2 returned TbPYK inhibitor 6.1%.
For O=C(CCC(=O)N1CC2CCCN2c2ccccc21)NCc1ccc(Cl)cc1 (stereo unspecified) the results were TbPYK inhibitor -6.6%.
Screening CCN(CC)c1ccc2nc3c(=O)n(C)c(=O)n(C)c3nc2c1 returned TbPYK inhibitor 1.3%.
For CC1CCC(NC(=O)c2nn(C)c(=O)c3ccccc23)CC1 (stereo unspecified) the results were TbPYK inhibitor -3.2%.
For CCC(=O)N1CCc2cc(S(=O)(=O)NC(Cc3ccccc3)C(=O)Nc3cccc(OC)c3)ccc21 (stereo unspecified) the results were TbPYK inhibitor 1.5%.
Screening CC(C)(C)c1ccccc1NC(=O)Nc1nc(C(N)Cc2ccc(F)cc2)cs1 (stereo unspecified) returned TbPYK inhibitor 3.0%.

Bioassay records from PubChem.

The list is partial (hit frequency here may not be typical).
